TLR9-MyD88 block: blocks human TLR9 binding to MyD88; Q9NR96+Q99836; CHO BLA complementation TLR9-MyD88, CCF4 FRET ratio; inhibition, % at 4.98 µM; hit rate 0.21% among 340,000; AID 504734;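 active means inhibition above the mean over all tested compounds plus 3 SD, cut at about 21% in these data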;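 further: 0% = DMSO only wells and 100% = clavulanate BLA inhibitor control wells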
NCOA1 inh: inhibits human SRC1 coactivator; inhibition, % at 3.6 µM; hit rate 0.12% among 360,000; HEK293 GAL4-SRC1 luciferase reporter, luminescence;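 active means inhibition above the campaign mean plus 3 SD, with each screening campaign given its own cutoff, cut at about 60% in these data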;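 further: 0% = DMSO treated cells and 100% = gossypol at 36 µM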
LMP1 NFkB inh: reduces LMP1-driven NF-kappaB luciferase signal. LMP1-induced NF-kappaB luciferase reporter cells, luminescence. inhibition, % at 12.5 µM. hit rate 0.69% among 350,000; in the data active means inhibition above about 41%;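 further: 0% = neutral control wells and 100% = reference inhibitor control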
ABHD5-PLIN5 inh: inhibitors of human ABHD5-perilipin-5 interaction. AID 602281. Q00G26+Q8WTS1. Split G. princeps luciferase complementation, luminescence, 4 h. hit rate 0.78% among 360,000. inhibition, % at 4 µM;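 active means inhibition above the mean inhibition across every tested compound plus 3 SD, cut at about 22% in these data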;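 further: 0% = DMSO only wells and the 100% control is not disclosed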
LRH-1 inv ag: NR5A2 inverse agonism in reporter assay; O00482; HEK293T StAR-luciferase reporter, LRH-1 transfected, 24 h; inhibition, % at 3.6 µM; hit rate 0.13% among 360,000; AID 602396;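 active means inhibition above the mean inhibition of all tested compounds plus 3 SD, cut at about 73% in these data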;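 further: 0% = DMSO wells and 100% = reporter-only cells lacking LRH-1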
SRC2 inh: inhibits human steroid receptor coactivator 2; Q15596; HEK293 GAL4-SRC2 luciferase reporter, luminescence; inhibition, % at 9 µM; hit rate 0.17% among 370,000;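 active means inhibition above the mean inhibition of all tested compounds plus 3 SD, set per campaign, cut at about 52% in these data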;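 further: 0% = DMSO treated cells and 100% = cells given Gossypol at 36 µM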
MC4R antagonist: blocks human MC4R cAMP signaling; P32245; MC4R-expressing cells, MTII-stimulated cAMP, LANCE TR-FRET; inhibition, % at 6.5 µM; hit rate 0.48% among 360,000; AID 540295;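 active means inhibition above its plate's cutoff, the mean of tested wells on that plate plus 3 SD, cut at about 29% in these data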;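 further: 0% = Melanotan II alone and 100% = Melanotan II plus saturating MCL0020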
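Material – human MC4R-expressing U2OS cells · Repeats – no replicates · Detection – TR-FRET with Eu-cAMP and labeled anti-cAMP, 671 nm · Times – compound 30 min, challenge 1 h, detection 1 h · Compound – single nominal compound dose of 6.5 µM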
COUP-TFII inh: NR2F2 (human) inhibition, primary screen; AID 686940; HEK293T NGFI-A luciferase reporter, luminescence; inhibition, % at 8.6 µM; hit rate 0.7% among 370,000;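 active means inhibition above a per-plate cutoff, mean inhibition of test wells between control levels plus 3 SD, cut at about 38% in these data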;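 further: cells cotransfected with COUP-TFII expression vector driving the NGFI-A reporter; 0% = median of COUP-TF2 test wells and 100% = reporter-only cells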
MC4R barr agon: human MC4R agonism via beta-arrestin. P32245. U2OS MC4R beta-arrestin complementation, luminescence; percent of melanotan II response, DMSO zero. activation, % at 8.9 µM. hit rate 0.98% among 360,000. AID 540308;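 active means activation above a per-plate cutoff, the mean activation of sample wells on that plate plus 3 SD, cut at about 8% in these data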
NCOA3 inh: inhibits human SRC3 coactivator; Q9Y6Q9; HEK293 GAL4-SRC3 luciferase reporter, luminescence; inhibition, % at 3.6 µM; hit rate 0.17% among 360,000; AID 588352;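 active means inhibition above a per-campaign cutoff, the mean of all compounds plus 3 SD, cut at about 60% in these data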;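 further: 0% = DMSO-treated cells and 100% = gossypol-treated cells at 36 µM; higher means less SRC3-driven luciferase light from the GAL4 reporter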
Target sequence (Q9Y6Q9 whole entry, looked up, the tested form may be a part): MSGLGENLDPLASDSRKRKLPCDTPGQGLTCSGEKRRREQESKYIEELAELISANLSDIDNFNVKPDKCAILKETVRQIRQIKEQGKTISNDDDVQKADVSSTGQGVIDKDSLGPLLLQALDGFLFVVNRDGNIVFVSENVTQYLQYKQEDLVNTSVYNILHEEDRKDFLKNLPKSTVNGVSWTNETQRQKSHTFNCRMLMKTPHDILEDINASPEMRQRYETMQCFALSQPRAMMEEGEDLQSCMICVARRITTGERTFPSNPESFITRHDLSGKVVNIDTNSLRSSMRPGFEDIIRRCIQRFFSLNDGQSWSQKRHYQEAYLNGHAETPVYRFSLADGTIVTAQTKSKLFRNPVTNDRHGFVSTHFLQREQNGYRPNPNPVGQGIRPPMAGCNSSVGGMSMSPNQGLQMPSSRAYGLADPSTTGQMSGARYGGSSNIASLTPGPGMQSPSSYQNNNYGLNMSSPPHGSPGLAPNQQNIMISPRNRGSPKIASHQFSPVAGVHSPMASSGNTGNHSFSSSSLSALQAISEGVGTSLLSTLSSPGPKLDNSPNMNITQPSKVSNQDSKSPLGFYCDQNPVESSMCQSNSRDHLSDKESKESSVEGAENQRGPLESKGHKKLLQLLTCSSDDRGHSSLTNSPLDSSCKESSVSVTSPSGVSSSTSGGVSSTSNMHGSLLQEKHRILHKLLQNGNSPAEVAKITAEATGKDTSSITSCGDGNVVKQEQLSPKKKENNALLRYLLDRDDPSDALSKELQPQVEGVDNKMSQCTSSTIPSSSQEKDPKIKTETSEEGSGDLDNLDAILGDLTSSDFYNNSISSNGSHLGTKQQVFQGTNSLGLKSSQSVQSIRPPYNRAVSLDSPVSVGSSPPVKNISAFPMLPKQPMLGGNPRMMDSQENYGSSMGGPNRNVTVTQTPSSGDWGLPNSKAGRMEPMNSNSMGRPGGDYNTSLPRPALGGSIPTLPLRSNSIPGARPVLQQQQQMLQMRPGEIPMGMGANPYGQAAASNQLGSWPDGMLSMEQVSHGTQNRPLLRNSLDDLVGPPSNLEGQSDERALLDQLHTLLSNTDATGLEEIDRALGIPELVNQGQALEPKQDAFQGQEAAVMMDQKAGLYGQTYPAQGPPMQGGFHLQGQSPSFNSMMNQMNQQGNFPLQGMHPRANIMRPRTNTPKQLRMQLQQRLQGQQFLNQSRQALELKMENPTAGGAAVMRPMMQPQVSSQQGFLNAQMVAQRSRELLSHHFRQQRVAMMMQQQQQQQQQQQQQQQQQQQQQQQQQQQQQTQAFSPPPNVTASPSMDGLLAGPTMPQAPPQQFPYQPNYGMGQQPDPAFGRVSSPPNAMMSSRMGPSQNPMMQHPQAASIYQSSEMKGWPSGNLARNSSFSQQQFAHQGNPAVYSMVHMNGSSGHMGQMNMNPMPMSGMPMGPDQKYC
NOD2-RIPK2 inh: blocks binding of human NOD2 to RIPK2; O43353; CHO BLA complementation NOD2-RIPK2, CCF4 ratio; inhibition, % at 4.98 µM; hit rate 0.38% among 360,000; in the data active means inhibition above about 21%;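 further: 0% = vehicle only and 100% = reference blocker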
An asterisk follows results filed as active; i = inactive; nt = not tested or not shown; & = joins results of further samples. Some of the compounds tested; count on the stated rates, not on these rows.

SMILES | TLR9-MyD88 block | NCOA1 inh | LMP1 NFkB inh | ABHD5-PLIN5 inh | LRH-1 inv ag | SRC2 inh | MC4R antagonist | COUP-TFII inh | MC4R barr agon | NCOA3 inh | NOD2-RIPK2 inh
Cc1cc(C)n(/N=C/c2c[nH]c3ccccc23)c(=O)c1 | -3 | 12 | -2 | 3 | 5 | 2 | 1 | 17 | -0.7 | 15 | -5
COc1ccc(CNC(=O)C2Cc3ccccc3CN2C(=O)c2ccco2)cc1 (stereo not given) | 13 | 11 | 2 | 0 | -14 | -36 | -1 | 3 | -2.4 | 13 | 7
Cc1cc2c(c(SCC(=O)Nc3ccc(C)c(C)c3)n1)C(=O)OC2 | -8 | -7 | -2 | -1 | 3 | -2 | -2 | 7 | -0.6 | 12 | -2
CC(=O)N1CCN(S(=O)(=O)c2cccc(C(=O)OCN3C(=O)c4ccccc4C3=O)c2)CC1 | -6 | 13 | -1 | -5 | 10 | 3 | -6 | -8 | -2.1 | -2 | -2
CC(C)=CCC[C@](C)(OC1OC(COC2OCC(O)C(O)C2O)C(O)C(O)C1O)C1CC[C@]2(C)C1C(O)CC1[C@@]3(C)CCC(O[C@@H]4O[C@H](CO)C(O)C(O)C4O[C@@H]4OC(CO)C(O)C(O)C4O)C(C)(C)C3CC[C@]12C (stereo not given in full) | 4 | -1 | 6 | 11 | -21 | -11 | 1 | -7 | 0.0 | -7 | -2
C/C(=N\NC(=O)C(=O)Nc1cccc(Cl)c1C)c1ccncc1 | 1 | -13 | 6 | -8 | -2 | 0 | 5 | 12 | -0.5 | 2 | -6
COc1ccccc1[N+](=O)[O-] | 1 | -10 | -2 | 1 | -10 | -21 | 2 | -3 | -0.9 | 9 | -1
CCC(CC)NC(=O)Cc1ccccc1OC | 4 | 1 | 0 | 2 | 16 | -28 | -2 | 2 | 0.2 | 12 | -20
Cc1ccc(-n2cc(CNCCCN3CCCC3=O)c(-c3ccc(F)cc3)n2)cc1 | 0 | 14 | -25 | 9 | 0 | -3 | -4 | 1 | -2.1 | 19 | -11
O=C(CN1CCCC1c1cccs1)N1CCN(S(=O)(=O)c2cccc(F)c2)CC1 (stereo not given) | -8 | -8 | -3 | 0 | 3 | -12 | 0 | 3 | -1.5 | 20 | -11
COc1cc(C(=O)OCC(=O)Nc2nnc(-c3ccccc3)o2)cc(OC)c1OC | 4 | 1 | 7 | 13 | 0 | 8 | 7 | 2 | -1.0 | 8 | 1
CS(=O)(=O)Nc1nc2n(n1)C(c1ccccc1)C=C(c1ccc(Br)cc1)N2 (stereo not given) | 37* | -4 | 0 | -8 | 1 | nt | 6 | nt | 3.0 | 1 | 47*
COc1ccc([C@@H]2C[C@@H](c3ccccc3)Oc3cc(OC)cc(OC)c32)cc1 | -5 | 1 | 2 | 4 | -23 | 7 | 11 | -9 | -0.3 | 9 | 7
CN1C(=O)C(C)(C)c2cc(S(=O)(=O)N3CCCC(C(=O)NCc4ccc(Cl)cc4)C3)ccc21 (stereo not given) | -1 | 0 | -30 | 6 | 3 | 5 | 7 | 27 | 0.5 | 4 | -8
NC(=O)c1ccccc1N/C=C/C(=O)c1ccc(F)cc1 | -15 | -111 | 12 | -2 | -179 | -20 | 3 | -69 | -3.1 | -80 | -16
CCOC(=O)[C@H]1[C@H]2COc3ccc(Br)cc3[C@@H]2N2C(=O)CN(Cc3ccc(OC)cc3)C(=O)[C@@]12C | -9 | -20 | -1 | -6 | -7 | -10 | 11 | -7 | 1.1 | 8 | -3
CCCCOC(=O)c1cccc(NC(=O)CCC(=O)O)c1 | -6 | -5 | -11 | 5 | 0 | 1 | 7 | 10 | -1.6 | 13 | 4
O=S(=O)(/C=C/c1ccccc1)N1CCN(c2nc(-c3cccnc3)nc3ccccc23)CC1 | nt | 0 | -5 | -3 | 8 | 14 | 0 | 2 | 3.9 | 7 | -10
CC(C)OCCCNC(=O)c1ccccc1Oc1ccccc1 | 7 | -4 | 1 | 4 | 5 | -9 | 21 | 16 | -0.7 | 12 | -8
CC1(C)NC(=O)N(CC(=O)OCC(=O)c2ccc(Br)s2)C1=O | -13 | 12 | 4 | 5 | 22 | -4 | 14 | 19 | -0.2 | -3 | -9
CCCN1C(=O)c2ccc(C(=O)NC3CCCCC3)cc2C1=O | 3 | -5 | 3 | -3 | -2 | 6 | 1 | -3 | -2.7 | -4 | -2
O=C(COC(=O)c1c2c(nc3ccccc13)CCN(Cc1ccccc1)C2)Nc1c(F)cccc1F | -10 | 20 | 11 | 2 | 12 | 15 | -25 | 4 | -0.8 | 31 | -31
Cc1cccc(N2CCN(C(=O)c3ccc(NC4=NC5CS(=O)(=O)CC5S4)cc3)CC2C)c1 (stereo not given) | -7 | 1 | 6 | 12 | -16 | -18 | 14 | -8 | -0.3 | 1 | -4
C[C@H]1CN([C@@H](C)CO)S(=O)(=O)c2ccc(-c3ccccc3)cc2O[C@H]1CN(C)C(=O)C1CCC1 | -14 | 6 | 8 | -1 | 6 | -7 | -2 | -4 | -0.2 | -5 | 10
COC(=O)NNC(=O)COc1ccccc1C | 9 | -20 | 10 | -3 | 4 | 4 | 15 | -3 | 2.4 | -4 | 0
(continued)
SMILES | TLR9-MyD88 block | NCOA1 inh | LMP1 NFkB inh | ABHD5-PLIN5 inh | LRH-1 inv ag | SRC2 inh | MC4R antagonist | COUP-TFII inh | MC4R barr agon | NCOA3 inh | NOD2-RIPK2 inh
CC(C)COC(=O)Cn1cnc2ccc(Br)cc2c1=O | 3 | -35 | -7 | -3 | 0 | -20 | 3 | 18 | -3.0 | 1 | -2
CC(=O)c1cc(Cl)ccc1OCC(=O)Nc1cccc(S(=O)(=O)N2CCCC2)c1 | -4 | -7 | -2 | 0 | -12 | -3 | 6 | -9 | 1.1 | -15 | -1
COc1ccc(/C=C\C(=O)c2c(O)ccc3c(C)cc(=O)oc23)cc1 | -10 | -3 | 7 | 47* | -7 | -14 | 6 | 3 | 0.2 | 11 | -2
CN(C)CCNC(=O)c1ccc(COCC(F)(F)F)cc1 | -15 | -12 | 6 | 0 | -19 | 10 | 11 | 2 | -0.8 | 18 | 12
CCOc1ccc(N(CC(=O)N2CCN(c3ccc(F)cc3)CC2)S(=O)(=O)c2c(C)noc2C)cc1 | -11 | 24 | -2 | -7 | -3 | 3 | 5 | -2 | 3.2 | 7 | 11
O=C(COC(=O)c1ccccc1O)Nc1cc(S(=O)(=O)N2CCCCCC2)ccc1Cl | -7 | -8 | 1 | -10 | -6 | 15 | 3 | 1 | 1.1 | 7 | -20
Cc1ccc(Cl)cc1N1CCN(Cc2nc3ccsc3c(=O)[nH]2)CC1 | 0 | -8 | 11 | 9 | -15 | -23 | 2 | -5 | -0.5 | -6 | 1
O=C(c1cc(-c2ccncc2)nc2ccccc12)N1CCCC(C(F)(F)F)C1 (stereo not given) | 3 | -11 | 1 | 2 | 7 | 3 | -3 | 0 | 2.6 | 0 | -7
COc1ccc(CCN(C)C(=O)c2ccc3c(=O)n4c(nc3c2)CCCCC4)cc1OC | 3 | 5 | 4 | 4 | -1 | -26 | -3 | 10 | -3.2 | 15 | -8
COc1cc(C(=O)Nc2ccc(S(=O)(=O)N3CCc4ccccc43)cc2)cc(OC)c1OC | 2 | -3 | -15 | 9 | 14 | 5 | 21 | -28 | 0.0 | 4 | -13
O=C(NCc1ccccc1Cl)c1cccc(OC2CCN(C(=O)C3CC3)CC2)c1 | 1 | -15 | 14 | -4 | -22 | 9 | 7 | 28 | -3.3 | 7 | -9
Cn1c(=O)cc(-c2ccccc2)c2ccccc21 | -5 | 5 | 1 | 10 | 9 | -28 | -4 | 5 | -0.5 | 4 | 1
C=CC(=O)N1C/C(=C/c2ccc(F)cc2)C(=O)/C(=C\c2ccc(F)cc2)C1 | 16 | i | 89* | 100* | 60 | 96* | 40* | 106* | -4.6 | -201 | 54*
OCCC1CN(Cc2c(O)ccc3ccccc23)CCN1CCc1ccccc1 (stereo not given) | 7 | 6 | 4 | 8 | 13 | -5 | -3 | 3 | 0.3 | 5 | 1
COc1ccccc1CNC(=O)c1ccc(CNc2c(N3CCCC3)c(=O)c2=O)cc1 | 0 | 7 | 6 | 0 | 11 | -15 | 2 | -23 | 0.4 | 4 | 7
Cc1ccc(S(=O)(=O)N(Cc2ccccc2)Cc2ccco2)cc1 | -11 | 0 | -8 | -6 | -22 | 9 | 1 | 8 | 1.7 | 9 | -8
CC(NC(=O)c1ccccc1Cl)C(=O)N1CCN(Cc2ccc3c(c2)OCO3)CC1 (stereo not given) | -14 | -3 | 3 | -3 | -10 | 11 | 1 | 18 | 0.5 | -7 | -4
O=C(CCC(=O)N/N=C/c1ccccc1O)NCc1ccccc1 | 2 | 3 | 10 | -1 | -9 | -27 | 5 | -15 | -2.1 | 23 | 10
COC(=O)CCCCC1=CCC2C(=O)C=C(O)C2C1 (stereo not given) | nt | 6 | nt | -2 | -12 | -5 | nt | 3 | nt | -1 | -3
CO/N=C(\C(=O)N[C@@H]1C(=O)N2C(C(=O)O)=C(COC(C)=O)CS[C@H]12)c1csc(N)n1 (stereo in doubt) | 0&7&-4 | -10&-8&3 | 34&0&8 | -11&-5&-3 | -11&21&12 | -14&-16&-12 | 16&3&-5 | -8&-13&12 | -0.2&0.1&-0.3 | -4&8&7 | 14&-3&-9
O=C(Nc1ccc(OC(F)F)c(Cl)c1)[C@@H]1CCCN1C(=O)c1cccs1 | -3 | -4 | -2 | -2 | 4 | 8 | 8 | 0 | -0.1 | 16 | 1
COc1ccccc1Nc1nc2nonc2nc1N1CCCCC1C (stereo not given) | 18 | 2 | 5 | 0 | 9 | 15 | 5 | -2 | -2.5 | 8 | 0
O=C(COC(=O)COc1ccccc1[N+](=O)[O-])NCc1ccc2c(c1)OCO2 | 0 | -32 | -7 | 9 | 2 | 13 | 8 | -8 | -3.5 | 8 | 1

Just COUP-TFII inh (3 entries from above):
mol | COUP-TFII inh
O=C(Nc1ccc(OC(F)F)c(Cl)c1)[C@@H]1CCCN1C(=O)c1cccs1 | 0
Cc1ccc(S(=O)(=O)N(Cc2ccccc2)Cc2ccco2)cc1 | 8
O=C(NCc1ccccc1Cl)c1cccc(OC2CCN(C(=O)C3CC3)CC2)c1 | 28

A second format for part of the listing above.
TLR9-MyD88 block	NCOA1 inh	LMP1 NFkB inh	ABHD5-PLIN5 inh	LRH-1 inv ag	SRC2 inh	MC4R antagonist	COUP-TFII inh	MC4R barr agon	NCOA3 inh	NOD2-RIPK2 inh	Structure
3	-5	3	-3	-2	6	1	-3	-2.7	-4	-2	CCCN1C(=O)c2ccc(C(=O)NC3CCCCC3)cc2C1=O
16	i	89*	100*	60	96*	40*	106*	-4.6	-201	54*	C=CC(=O)N1C/C(=C/c2ccc(F)cc2)C(=O)/C(=C\c2ccc(F)cc2)C1

Screening data from PubChem BioAssay.
